# Bioassay records: PubChem, several laboratories
# SMARCA2 activ: SMARCA2 function activation, primary screen | MG213 cells, MMTV-luciferase reporter, dexamethasone, overnight | AID 652017 | 1% of 370,000 active | activation, % at 9.1 µM; in the data active = activation above about 7.8%;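 note: 0% = vehicle wells and 100% = reference activator wells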
# mABHD4 FP: inhibits mouse alpha/beta hydrolase domain 4; purified mABHD4, FP-Rh probe fluorescence polarization; inhibition, % at 8.92 µM; 0.54% of 370,000 active; AID 720543;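 active = inhibition exceeding the mean over every tested compound plus 3 SD, cut at about 30% in these data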;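 note: 0% = plate median of compound wells and 100% = S159A mutant with DMSO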
#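 Doses – 8.92 µM, single dose · Material – wild-type mouse ABHD4 protein · Replication – single well per compound (singlicate) · Measure – percent inhibition of probe binding, normalized to plate controls · Schedule – 45 min compound pre-incubation plus 60 min probe step, 25 °C · Detection – fluorescence polarization with parallel and perpendicular emission, 525/598 nm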
# ARFGAP1 inhibitor: inhibitors of rat ARFGAP1 | Q62848 | Arfgap1-stimulated ARF1 GTP hydrolysis, GDP FP detection | inhibition, % at 16.5 µM | 0.26% of 360,000 active | AID 651572;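 active = inhibition above a per-plate limit, mean inhibition of low control wells plus 3 SD, cut at about 25% in these data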;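 note: 0% = DMSO wells with enzyme and 100% = wells lacking Arfgap1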
#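 System: truncated rat Arfgap1 GAP domain / Medium: HEPES-based buffer, pH 7.5 / Also added: N-terminally truncated human ARF1-GTP substrate / Incubation: enzyme reaction 120 min at 25 °C after 20 min preincubation / Measured by: FP of antibody-bound GDP Alexa 633 tracer, ex 620/em 688 nm / Replicates: singlicate, each compound tested once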
# PG9 Ab binder: PG9 antibody binding by small molecule; TR-FRET gp120-PG9 antibody binding; inhibition, % at 6.7 µM; 0.43% of 360,000 active; AID 624416; in the data active = inhibition above about 8.5%
# ASAP1 inh: ASAP1 ArfGAP inhibition; inhibition, % at 16.5 µM; 0.19% of 360,000 active; AID 624377; ASAP1-stimulated ARF1 GTP hydrolysis, GDP FP detection; in the data active = inhibition above about 25%;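 note: 0% = vehicle with enzyme and substrate and 100% = no enzyme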
# Target sequence (Q9ULH1 325-724 limits assumed): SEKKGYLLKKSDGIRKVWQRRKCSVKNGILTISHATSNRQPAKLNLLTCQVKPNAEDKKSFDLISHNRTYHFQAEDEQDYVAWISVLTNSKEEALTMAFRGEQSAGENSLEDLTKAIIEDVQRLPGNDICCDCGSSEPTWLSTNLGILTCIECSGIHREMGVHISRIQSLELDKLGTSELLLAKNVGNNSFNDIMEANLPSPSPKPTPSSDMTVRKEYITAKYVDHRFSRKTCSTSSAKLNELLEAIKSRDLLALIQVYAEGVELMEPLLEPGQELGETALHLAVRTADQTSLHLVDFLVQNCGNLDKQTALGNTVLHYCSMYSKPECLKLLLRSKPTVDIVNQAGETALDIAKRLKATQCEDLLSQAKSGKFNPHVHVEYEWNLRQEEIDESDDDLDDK
# HTRA1 inhibitor: inhibitors of human serine peptidase HTRA1 | 0.5% of 340,000 active | inhibition, % at 5.96 µM | AID 504803 | recombinant HTRA1, FP-rhodamine activity-based probe, fluorescence polarization; in the data active = inhibition above about 36%;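 note: 0% = enzyme with DMSO and 100% = wells lacking enzyme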
# NPR1 activator: GC-A (human) enzyme activation | P16066 | HEK293 GC-A cells, cGMP TR-FRET, EC30 ANP; 0% at EC30 ANP, 100% saturating ANP | activation, % at 10 µM | 0.14% of 370,000 active | AID 1671463; in the data active = activation above about 40%
# rCAG RNA binder: binds r(CAG) RNA repeats; r(CAG) RNA repeat, TO-PRO-1 dye displacement fluorescence; inhibition, % at 3 µM; 1.3% of 370,000 active; AID 651821;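 active = inhibition above the plate cutoff, the mean of all test compounds on that plate plus 3 SD, cut at about 35% in these data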;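 note: 0% = DMSO alone and 100% = 100 µM mitoxantrone as full dye displacement; higher means more dye released from RNA so lower well fluorescence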
# NR1D1 modulator: modulators of human Rev-erb alpha DNA binding. P20393. Rev-erbα–FITC-DNA binding, fluorescence polarization, 90 min. activity, % at 10 µM. 0.79% of 370,000 active. AID 1259318;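 active = activity above about 14%, limit read from the data; passing the limit was not always enough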;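 note: 0% = DMSO wells with 35 nM protein and 100% = DMSO wells with 750 nM protein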
# Target sequence (P20393 whole entry, looked up): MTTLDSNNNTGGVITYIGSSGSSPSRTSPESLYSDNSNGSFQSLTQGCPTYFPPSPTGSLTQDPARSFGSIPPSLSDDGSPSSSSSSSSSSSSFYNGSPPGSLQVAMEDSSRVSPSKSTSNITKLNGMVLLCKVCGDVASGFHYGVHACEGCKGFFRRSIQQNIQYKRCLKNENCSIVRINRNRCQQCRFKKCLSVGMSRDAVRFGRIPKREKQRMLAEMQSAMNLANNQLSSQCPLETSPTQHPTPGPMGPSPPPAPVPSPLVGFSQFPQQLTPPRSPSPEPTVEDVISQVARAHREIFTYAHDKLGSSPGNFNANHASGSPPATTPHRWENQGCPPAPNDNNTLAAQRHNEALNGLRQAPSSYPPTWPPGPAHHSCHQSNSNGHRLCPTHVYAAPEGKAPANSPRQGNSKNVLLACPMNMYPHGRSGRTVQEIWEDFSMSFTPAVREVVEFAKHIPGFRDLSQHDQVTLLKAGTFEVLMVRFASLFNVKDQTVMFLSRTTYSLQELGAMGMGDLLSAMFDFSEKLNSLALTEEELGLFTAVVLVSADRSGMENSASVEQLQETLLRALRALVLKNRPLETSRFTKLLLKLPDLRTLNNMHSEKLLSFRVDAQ
# NPR2 activator: GC-B (human) receptor activation | activation, % at 10 µM | 0.11% of 370,000 active | P20594 | HEK293-GC-B cells, CNP EC30, cGMP TR-FRET; 0% at EC30 CNP, 100% saturating CNP;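 active = activation at 10 µM reaching about 35% in either raw or pattern-adjusted values, limit read from the data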
# * marks the source's active call; other numbers are inactive results; / = not tested or not shown.
SMILES,SMARCA2 activ,mABHD4 FP,ARFGAP1 inhibitor,PG9 Ab binder,ASAP1 inh,HTRA1 inhibitor,NPR1 activator,rCAG RNA binder,NR1D1 modulator,NPR2 activator
CCCn1cnc2c(=S)nc(N)[nH]c21,-3,3,3,-1.2,5,-2,43*,-3,4,44*
COc1cc(OC)c(NC2=NCCCCC2)cc1Cl,3,2,1,-3.3,-9,2,-3,0,0,-3
CCOC(=O)[C@H]1[C@H]2COc3ccc(OC)cc3[C@@H]2N2C(=O)CN(Cc3ccc(C)cc3)C(=O)[C@@]12C,1,-17,3,2.6,13,-11,1,-7,-2,-1
Cc1cccc([C@@H]2[C@@H]3C(=O)N(Cc4ccccc4)C(=O)[C@@H]3[C@]3(Cc4ccc(Cl)cc4)C(=O)N(c4cccc(Cl)c4)C(=O)N23)c1,-1,-8,3,-1.6,-2,-9,-22,12,0,-20
CN(C(=O)c1cc2ccccc2oc1=O)C1(C)CCS(=O)(=O)C1 (stereo unspecified),-1,0,-3,-2.7,-1,-6,1,-1,0,-4
CCN(CCCNC(=O)C1CCC(=O)N1C(C)C)c1cccc(C)c1 (stereo unspecified),-2,0,-3,-1.4,-12,-3,-1,-2,2,4
Cc1cc(C)n(CC(O)COc2ccc3ccccc3c2)n1 (stereo unspecified),7,3,16,0.5,-5,5,-3,-6,3,0
O=C(Nc1ccc(C(F)(F)F)cc1)c1cc(S(=O)(=O)NCC2COc3ccccc3O2)ccc1F (stereo unspecified),-5,-81,18,-1.4,13,-85,-7,8,4,0
COc1ccc(S(=O)(=O)NCc2cccnc2)cc1NC(=O)c1ccccc1C,-2,16,1,-2.6,-6,8,-6,66*,-6,-1
O=[N+]([O-])c1ccccc1N/N=C/c1cccc(O)c1O,0,23,3,-0.3,-6,48*,-8,19,-13,-9
O=C(NCc1ccccc1)C1CCN(C(=O)NCc2ccccc2)CC1,-2,-4,-5,-1.1,4,-7,-5,-1,-1,1
CCCN(CC1CC1)C(=S)NC(=O)C1CC1,-1,-2,4,-1.6,9,0,1,-2,-6,3
c1ccc2[nH]c(SCCN3CCOCC3)nc2c1,6,4,6,-0.2,12,-7,1,-1,4,5
CC1Cc2ccccc2N1C(=O)COC(=O)/C=C/c1ccc(F)cc1 (stereo unspecified),3,-6,-4,-0.9,-13,-13,2,-4,3,2
CC(C)(C)NC(=O)C(c1ccc(-c2ccccc2)cc1)N(C[C@H]1CC[C@@H]([C@@H]2CC[C@H](CO)O2)O1)C(=O)c1cccc(Cl)c1 (stereo partly specified),-5,-2,4,1.8,2,-23,2,5,8,0
CN1CCN(c2nnc(-c3ccc(Cl)cc3)c3ccccc23)CC1,0,-1,-11,1.0,-11,1,-24,-5,-2,-4
COc1cc(Cl)c(CNC[C@H]2O[C@@H](n3cnc(C(N)=O)n3)[C@H](O)[C@@H]2O)c(Cl)c1O,-3,0,-7,-0.8,4,7,5,3,4,2
CC(NC(=O)OC(C)(C)C)C(=O)Oc1ccc2ccc(=O)oc2c1 (stereo unspecified),1,0,-2,0.9,-1,0,6,-3,-1,2
O=C(COC(=O)c1cnccn1)Nc1ccc(Cl)cc1,-3,-5,9,-0.5,4,-4,3,4,-2,4
O=C(O)c1cnn2c1C(=O)N(Cc1cccs1)CC2,-2,7,-6,-0.2,0,/,-1,-1,-6,-3
COc1cccc(NC(=O)CCNS(=O)(=O)c2cccc3nonc23)c1,0,-4,8,0.1,6,3,0,2,1,2
CN1C(=O)C(c2cn(C)c3ccccc23)(c2cn(C)c3ccccc23)c2cc(Br)ccc21,-1,-3,17,0.4,11,/,-18,10,8,-6
COc1ccc(S(=O)(=O)Cc2ccc(C(=O)N3CCN(c4cccc(C)c4C)CC3)o2)cc1,-2,2,-14,-2.2,2,6,-1,2,2,4
N#Cc1ccc(COc2cccnc2[N+](=O)[O-])cc1,4,0,5,-0.2,-7,0,1,1,-4,5
Cc1cccc(Nc2nc(C)cc(C)n2)c1,0,-5,1,-1.1,-9,2,2,-3,3,-5

# Next section.
SMILES,SMARCA2 activ,mABHD4 FP,ARFGAP1 inhibitor,PG9 Ab binder,ASAP1 inh,HTRA1 inhibitor,NPR1 activator,rCAG RNA binder,NR1D1 modulator,NPR2 activator
CCCOc1ccc(-c2c(C(=O)N/N=C/c3ccccc3)nnn2-c2nonc2N)cc1,-5,-10,0,-2.5,1,-9,-1,6,-1,2
CC(=O)c1ccc(NC(=O)C2CCC(C)(C(=O)O)C2(C)C)cc1 (stereo unspecified),-2,-6,-1,1.7,-10,0,1,-1,2,2
Cc1nc(-c2ccccc2)cc(N2CCCC2)n1,1,1,2,1.2,3,11,-4,-4,-2,-2
O=C(CCC(=O)c1cccs1)OCC(=O)c1ccccc1,1,-2,5,1.9,7,-2,8,-1,-3,6
Cc1cc(NC(=S)N(CCCN2CCOCC2)Cc2ccco2)ccc1Cl,-1,0,3,0.8,14,-4,1,-1,2,6
COc1ccc(C(C)(C)C)cc1S(=O)(=O)N1CCC(C(N)=O)CC1,-1,0,3,-0.5,-6,0,1,0,-1,6
COCCc1ncc(CN2CCC(C(=O)Nc3ccc(-n4cccn4)cc3)CC2)cn1,-1,-5,-8,-1.3,4,1,1,-4,-5,2
Cc1cccc(N(CC(=O)Nc2ccccc2-c2ccccc2)S(=O)(=O)c2ccccc2)c1C,-3,-14,-16,0.6,-6,-30,-5,2,11,-3
C/C(CC(=O)Nc1ccc(Cl)cc1C(F)(F)F)=N\NC(=O)c1ccccn1,5,-12,7,2.0,-5,-8,4,6,-1,-12
C[C@]12c3[nH]c4ccccc4c3CCN1C(=O)C(CC(=O)NCC13CC4CC(CC(C4)C1)C3)C[C@@H]2C(=O)N1CCOCC1 (stereo partly specified),3,5,-10,1.0,10,0,2,3,-2,1
COc1cccc(C(=O)Nc2nnc(S(=O)(=O)N3CCCCC3)s2)c1,1,-28,3,2.4,-11,-14,-1,9,2,5
CCOC(=O)c1cnc(SCC(=O)N2CCN(C(=O)c3ccco3)CC2)nc1N,-3,5,6,-0.9,-3,0,0,-3,-3,1
CC(C)SCC(=O)Nc1ncc2c(n1)-c1ccccc1CC2,-2,9,4,5.2,2,8,-2,2,-5,6
Cc1ccc(C(=O)CC2(O)C(=O)N(Cc3ccccc3)c3ccccc32)o1 (stereo unspecified),0,0,-1,-0.4,2,-3,10,4,-2,5
COc1cccc(CNCc2ccc(OC)cc2OC)c1,-5,6,4,-2.1,5,0,-13,6,-5,-8
Cc1cc(N2C(=O)c3ccc(C(=O)Nc4ccc(O)cc4C(=O)O)cc3C2=O)no1,-2,9,21,-1.5,0,7,3,3,-3,-1
Clc1ccccc1C=NNc1ccccn1,7,6,8,-1.7,-2,-7,-4,1,2,-4
c1ccc(C2=Nn3c(nnc3-c3ccco3)SC2)cc1,0,7,12,-0.3,5,-3,9,1,1,3
CCSc1nc2c(c(=O)[nH]1)C(c1ccccn1)C1=C(CC(C)(C)CC1=O)N2 (stereo unspecified),-1,5,1,1.8,6,-8,-1,0,4,-1
Cc1cccc(NC(=O)CN2CCN(CC(=O)NCC3(N4CCCCC4)CCCCC3)CC2)c1C,-2,-7,2,-1.0,-6,0,1,-2,1,-7
CC1(C)CC(=O)CC(C)(C)N1OC(=O)c1ccccn1,-1,-2,-10,1.6,3,0,4,0,1,3
O=C(Cc1ccccc1)N(c1ccc(F)cc1)C1C=CS(=O)(=O)C1 (stereo unspecified),9.9*,-5,15,1.0,-2,13,0,0,6,2
Cc1ccc(C(=O)OCC(=O)NCCNC(=O)COC(=O)c2ccc(C)s2)s1,0,4,-8,-3.1,0,2,0,-2,-7,-6
O=C(CN1C(=O)NC(Cc2c[nH]c3ccccc23)C1=O)Nc1cccc(S(=O)(=O)N2CCCCCC2)c1 (stereo unspecified),-5,-6,6,0.7,10,-14,2,10,-1,5
O=C(Cn1c(=O)oc2cc(S(=O)(=O)N3CCCC3)ccc21)NC1CCCCC1,-2,2,2,0.4,-1,9,21,1,1,-4

# Compound profiles, as listed above. Order of screens: SMARCA2 activ, mABHD4 FP, ARFGAP1 inhibitor, PG9 Ab binder, ASAP1 inh, HTRA1 inhibitor, NPR1 activator, rCAG RNA binder, NR1D1 modulator, NPR2 activator
# Record of CCSc1nc2c(c(=O)[nH]1)C(c1ccccn1)C1=C(CC(C)(C)CC1=O)N2 (stereo unspecified) → -1, 5, 1, 1.8, 6, -8, -1, 0, 4, -1
# Record of O=[N+]([O-])c1ccccc1N/N=C/c1cccc(O)c1O → 0, 23, 3, -0.3, -6, 48*, -8, 19, -13, -9
# Record of CC(NC(=O)OC(C)(C)C)C(=O)Oc1ccc2ccc(=O)oc2c1 (stereo unspecified) → 1, 0, -2, 0.9, -1, 0, 6, -3, -1, 2
# Record of CCN(CCCNC(=O)C1CCC(=O)N1C(C)C)c1cccc(C)c1 (stereo unspecified) → -2, 0, -3, -1.4, -12, -3, -1, -2, 2, 4
# Record of COc1ccc(S(=O)(=O)NCc2cccnc2)cc1NC(=O)c1ccccc1C → -2, 16, 1, -2.6, -6, 8, -6, 66*, -6, -1

# Next structures
SMILES,SMARCA2 activ,mABHD4 FP,ARFGAP1 inhibitor,PG9 Ab binder,ASAP1 inh,HTRA1 inhibitor,NPR1 activator,rCAG RNA binder,NR1D1 modulator,NPR2 activator
CC1=C/C(=C(/c2cc(C)c(O)c(Br)c2)c2ccccc2S(=O)(=O)O)C=C(Br)C1=O,-3,-49,38*,-94,40*,-18,-88,31,-26,-39
O=C(Cc1ccc([N+](=O)[O-])cc1)Nc1ccc(O)cc1C(=O)O,2,9,-3,-1.5,11,4,1,4,-5,2
CN(Cc1ccc(F)cc1)C(=O)c1cccc(OC2CCN(C3CCCC3)CC2)c1,-2,-1,0,1.5,-11,1,-1,-9,3,1
c1cc2c(cc1-c1[nH]ncc1CN1CC3C[C@@H]4CC1C[C@H](C3)C4)OCO2,1,-5,4,-0.6,-27,6,-2,3,0,-2
O=C(CCSCCC(=O)NCc1cccs1)NCc1cccs1,-3,-10,-14,0.6,5,1,1,4,2,-3
COc1ccc(C(=O)OCC(=O)c2c[nH]c3ccccc23)c(OC)c1,3,-8,4,1.4,-5,-19,-2,8,3,-4
N#Cc1c(F)cccc1N1CCN(Cc2ccc3c(c2)OCO3)CC1,-2,-1,0,-3.9,3,-7,-4,-6,1,-2
COc1cc(/C=N/n2c(-c3n[nH]c4c3CCC4)n[nH]c2=S)cc(OC)c1O,-3,-4,12,1.4,12,3,-9,-1,6,-3
O=c1cc(CN2CCCC2)c2ccccc2o1,1,1,2,0.6,-6,/,1,7,4,4
O=C(Nc1nnc(-c2ccco2)s1)c1ccccc1,2,-6,9,-1.6,0,-4,-3,9,7,1
COc1ccc(OC)c(S(N)(=O)=O)c1,4,1,-1,-1.1,5,-4,1,5,1,-1
Cc1n[nH]c(C)c1S(=O)(=O)N1CCN(S(=O)(=O)c2ccccc2C#N)CC1,-2,-5,-1,1.1,6,-12,-2,5,-1,-4
CCOc1ccc(CCNC(=O)c2cccc(N3CCCC3=O)c2)cc1OCC,-3,4,3,2.0,0,6,-4,-5,0,2
C/C(Cl)=C\Cn1c(Nc2ccc(C)cc2)nc2c1c(=O)n(C)c(=O)n2C,-3,2,5,-0.6,1,0,13,-2,-10,15
CN1CCN(C(=O)CC2C(=O)NCCN2Cc2ccc(-c3ccccc3)cc2)CC1 (stereo unspecified),2,-2,7,-3.2,7,4,1,-7,-6,0
